GLD-1 TGE inh – GLD-1-TGE RNA interaction inhibition (C. elegans) | inhibition, % at 5.96 µM | purified GLD-1 + fluorescein TGE RNA, fluorescence polarization | 0.44% of 320,000 active | Q17339;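 active = percent inhibition above a per-plate cutoff, the plate mean of test compounds plus 3 SD, cut at about 30% in these data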;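 note: 0% = DMSO wells with GLD-1 and probe and 100% = wells lacking GLD-1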
Target sequence (Q17339 whole entry, looked up): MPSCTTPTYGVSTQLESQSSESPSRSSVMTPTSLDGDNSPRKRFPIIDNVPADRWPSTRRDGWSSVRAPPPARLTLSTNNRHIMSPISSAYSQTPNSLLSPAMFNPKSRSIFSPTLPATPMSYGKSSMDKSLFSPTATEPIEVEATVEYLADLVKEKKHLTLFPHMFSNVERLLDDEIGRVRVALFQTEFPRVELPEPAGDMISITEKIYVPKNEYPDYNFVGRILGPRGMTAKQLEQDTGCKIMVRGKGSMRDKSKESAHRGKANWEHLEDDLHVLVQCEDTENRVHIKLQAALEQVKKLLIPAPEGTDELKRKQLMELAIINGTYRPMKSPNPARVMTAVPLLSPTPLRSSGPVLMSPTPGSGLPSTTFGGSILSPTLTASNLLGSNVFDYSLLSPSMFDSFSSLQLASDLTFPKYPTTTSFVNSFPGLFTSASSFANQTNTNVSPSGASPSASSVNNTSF
PME-1 inh – blocks human protein phosphatase methylesterase 1. recombinant PME-1, FP-Rh probe fluorescence polarization. inhibition, % at 5.9 µM. 0.53% of 320,000 active. AID 2130;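 active = inhibition above the campaign mean of all compounds plus 3 SD, cut at about 26% in these data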;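 note: competitive labeling of PME-1 active site by serine hydrolase directed probe; 0% = PME-1 with DMSO and 100% = wells lacking PME-1 enzyme; inhibitors block probe labeling so polarization falls and inhibition rises; many of its hits are not listed in these tables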
PAD4 FP inh – PAD4 (human) enzyme inhibition; inhibition, % at 6.36 µM; recombinant PAD4, RCA probe fluorescence polarization; Q9UM07; AID 485272; 0.41% of 330,000 active;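 active = percent inhibition above a cutoff equal to the mean of all tested compounds plus 3 SD, cut at about 15% in these data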;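 note: 0% = PAD4 with RCA probe and DMSO and 100% = probe without PAD4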
TPT1 inh – inhibitors of Candida albicans tRNA 2'-phosphotransferase TPT1; recombinant caTPT1, FP RNA substrate dephosphorylation; inhibition, % at 5 µM; 0.81% of 300,000 active; AID 1962;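 active = inhibition above the mean of all tested compounds plus 3 SD, set per screening campaign, cut at about 24% in these data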;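 note: plate controls were DMSO alone for no effect and ferristatin control at 100 nM for full effect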
MEX-5 binding – C. elegans MEX-5 TCR-2 RNA binding activity | 0.38% of 300,000 active | activity score (negative = inhibition of binding), % at 10 µM | MEX-5/FITC-TCR2 RNA binding, fluorescence polarization; stronger effect = lower value;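 active = inhibition past about -25% in most replicates, and total fluorescence under double the plate's negative control median, limit read from the data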;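 note: 0% = DMSO and -100% = 5 µM competing unlabeled TCR2 RNA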
Fam108B counter – Fam108B inhibition, counter-screen for RBBP9 inhibitors. 0.33% of 300,000 active. inhibition, % at 9.51 µM. recombinant Fam108B, FP-Rh probe fluorescence polarization;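 active = inhibition above the screen mean inhibition plus 3 SD, computed separately per campaign, cut at about 18% in these data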;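 note: inhibitors lower polarization as less probe binds the enzyme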
BCLXL inh – inhibitors of human Bcl-xL; 0.7% of 320,000 active; Q07817; inhibition, % at 10.9 µM; AID 2129; GST-Bcl-xL / FITC-Bim BH3 peptide fluorescence polarization;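 active = inhibition above the mean of all tested compounds plus 3 SD, cutoff set per campaign, cut at about 30% in these data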;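 note: 0% = DMSO wells and 100% = unlabeled Bim-BH3 peptide competitor; inhibitors lower millipolarization by displacing the labeled peptide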
Target sequence (Q07817 whole entry, looked up): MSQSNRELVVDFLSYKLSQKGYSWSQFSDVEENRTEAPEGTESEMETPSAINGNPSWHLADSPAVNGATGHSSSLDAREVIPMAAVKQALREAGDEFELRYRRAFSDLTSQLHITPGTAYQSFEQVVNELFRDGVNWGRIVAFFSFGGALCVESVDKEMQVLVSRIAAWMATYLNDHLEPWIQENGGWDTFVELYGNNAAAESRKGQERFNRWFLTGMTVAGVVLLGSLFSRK
GSTO1 inh – counter-screen for RBBP9 inhibitors: inhibitors of human GSTO1. P78417. recombinant GSTO1, activity-based probe fluorescence polarization. inhibition, % at 5.96 µM. 1.1% of 300,000 active;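 active = inhibition above the campaign mean inhibition plus 3 SD, cut at about 35% in these data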;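 note: 0% = GSTO1-1 with DMSO and 100% = wells lacking GSTO1-1 enzyme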
MCL1-BIM inh – disrupts human MCL1 binding to BIM-BH3 peptide. Q07820. GST-MCL1 / FITC-Bim-BH3 fluorescence polarization. inhibition, % at 10.9 µM. 0.68% of 320,000 active;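 active = inhibition above the mean inhibition of all tested compounds plus 3 SD, set per campaign, cut at about 40% in these data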;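 note: 0% = DMSO wells and 100% = unlabeled Bim-BH3 peptide control; higher means more loss of mP so more displacement of Bim peptide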
Target sequence (Q07820 whole entry, looked up): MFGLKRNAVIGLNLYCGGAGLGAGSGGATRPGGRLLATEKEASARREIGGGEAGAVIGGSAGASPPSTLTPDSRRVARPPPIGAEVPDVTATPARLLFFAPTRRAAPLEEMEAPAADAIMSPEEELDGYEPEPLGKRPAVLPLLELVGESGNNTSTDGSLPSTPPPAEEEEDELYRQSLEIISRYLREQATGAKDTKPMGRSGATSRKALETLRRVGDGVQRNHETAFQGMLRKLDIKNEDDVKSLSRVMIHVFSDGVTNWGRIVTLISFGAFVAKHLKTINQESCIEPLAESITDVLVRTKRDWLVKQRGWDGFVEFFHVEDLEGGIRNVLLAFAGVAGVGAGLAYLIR
* marks the source's active call; other numbers are inactive results; . = not tested or not shown.

SMILES | GLD-1 TGE inh | PME-1 inh | PAD4 FP inh | TPT1 inh | MEX-5 binding | Fam108B counter | BCLXL inh | GSTO1 inh | MCL1-BIM inh
CCOC(=O)C1CCN(Cc2ccc(F)c(Br)c2)CC1 | 5 | 3 | -2 | 3 | -2.7 | -4 | 4 | 2 | 0
COc1ccc(C(=O)N(Cc2cccs2)C2CCS(=O)(=O)C2)cc1 (stereo not drawn) | -6 | 0 | -1 | 5 | -0.2 | 4 | 2 | -6 | 3
O=C(c1ccc(-n2cnnn2)cc1)N1CCN(C(c2ccccc2)c2ccccc2)CC1 | 8 | -3 | 2 | -4 | 3.6 | -6 | 3 | -2 | 5
Cc1ccc2c(c1)[C@H]1[C@H](CO2)[C@H](c2ccccc2)[C@]2(C)C(=O)Nc3cc(Cl)ccc3C(=O)N12 | 6 | -14 | -6 | -4 | . | -13 | 11 | -11 | 2
O=C(C1=C[C@H](C2CCCCC2)C[C@H](OCCCCO)O1)N1CCOCC1 | 13 | 0 | -2 | 3 | -2.5 | 1 | 5 | 2 | 14
CC(=O)Nc1nc(SCC(=O)NCC2CCCO2)[nH]c(=O)c1NC(=O)c1cccs1 (stereo not drawn) | 7 | 2 | -4 | 2 | -0.2 | 1 | 3 | 4 | 10
Cc1cc(C)n2nc(S(=O)(=O)N(C)c3ccccc3)nc2n1 | 0 | -2 | 3 | -1 | 0.8 | 2 | 1 | 8 | 4
CCOC(=O)c1cnc2ccc(F)cc2c1Nc1ccc2c(c1)OCCO2 | 3 | 4 | 2 | 1 | -3.2 | 0 | 2 | 2 | 7
COc1ccc(CNC(=O)c2cc(-c3ccccc3O)n[nH]2)cc1 | -1 | -14 | 4 | 1 | 1.3 | -3 | 6 | 3 | 4
Cc1cc(=O)oc2cc(OCC(O)CN3CCc4ccccc4C3)ccc12 (stereo not drawn) | -1 | 6 | 1 | -3 | -1.5 | -2 | 4 | 2 | 4
CCOC(=O)c1cc(S(=O)(=O)Nc2cccc(OC)c2)cn1C | 5 | 4 | 2 | 1 | -1.0 | 1 | 0 | 0 | 3
S=C(NNC(=S)NC1CC2C=CC1C2)NC1CC2C=CC1C2 (stereo not drawn) | 1 | 3 | 1 | 2 | 1.2 | 3 | 9 | -9 | 9
COc1ccccc1N1CCN(C(=O)c2cc3c(C)nc4ccccc4c3o2)CC1 | 0 | 7 | -4 | 3 | 3.1 | 3 | 2 | -2 | -3
O=C(COc1cccc2cccnc12)NNC(=O)Nc1ccccc1 | 8 | 2 | -6 | 2 | -0.9 | 1 | 1 | 0 | 0
CN(C)CCCNCCCNC(=O)c1ccco1 | 2 | -1 | -3 | -2 | -2.5 | 3 | -1 | -6 | 0
Cc1ccc(C(=O)NCC(=O)OCC(=O)Nc2cc(C)c(C)cc2[N+](=O)[O-])cc1 | 4 | 4 | -2 | 3 | 0.4 | 1 | -1 | -2 | 6
COc1ccc(-c2nc(SCC(=O)N3CCCC3)n[nH]2)cc1 | -3 | 7 | -4 | 0 | 0.6 | 1 | 6 | 8 | 7
Cn1c(=O)[nH]c(=O)c2c1nc(CN1CCN(c3cccc(Cl)c3)CC1)n2Cc1ccccc1Cl | 2 | -3 | -3 | -3 | 3.0 | 0 | 1 | 2 | -4
Cc1noc(N)c1C(=O)Nc1ccc(F)cc1 | 2 | 0 | -1 | -6 | 0.4 | 4 | 12 | 3 | 0
COc1cc(CNc2ccc(N3CCCC3)cc2)cc(Cl)c1OC | 9 | 6 | -10 | 5 | 1.9 | 7 | 17 | 59* | 17
Cc1sc(NC(=O)Cc2ccc3c(c2)OCO3)nc1-c1ccc2c(c1)CCN2C(=O)c1ccccc1F | 5 | -14 | 0 | 0 | 1.6 | -8 | -2 | -13 | 9
O=C(c1ccc(Cl)s1)N1CCN(c2nc3ccccc3s2)CC1 | -2 | 4 | 2 | 0 | 0.7 | -2 | 2 | 2 | -6
C/C(Cn1nc([N+](=O)[O-])cc1C)=N\NC(=O)c1ccc(O)cc1O | -4 | 5 | -5 | 0 | 1.6 | 14 | 5 | 20 | 11
O=C(COC(=O)c1cccc(Cl)c1Cl)NCCN1C(=O)CSC1=O | 1 | 0 | -1 | 0 | 0.4 | 0 | -2 | -3 | -7
Cc1cc(N2CCCC2)nc(-c2ccccc2O)n1 | 1 | -1 | -1 | -6 | -1.6 | -5 | 8 | -3 | -6
CC(=O)c1ccc(N/C=C\C(=O)c2ccc(C)cc2)cc1 | -4 | 3 | -3 | 6 | -0.1 | -9 | 0 | 3 | 0
CCN(CC(=O)Nc1c(F)cccc1F)C(=O)C1CCC1 | 13 | -2 | -5 | 3 | 0.7 | -1 | -1 | 0 | -10
O=C(O)C1CC(O)CN1S(=O)(=O)c1ccc2ccccc2c1 (stereo not drawn) | 0 | -4 | 2 | . | . | . | 6 | . | 7
COc1cccc(CN2CCN(S(=O)(=O)c3ccc(Cl)s3)CC2)c1 | 9 | 7 | -5 | 0 | -0.6 | 6 | 1 | 4 | 0
O=C(Cc1ccccc1)N1CCC(c2ccccc2)C1 (stereo not drawn) | 1 | -2 | 5 | -4 | -1.5 | 3 | -1 | 4 | -4
O=C(Nc1ccccc1N1CCCC1)c1cccc(S(=O)(=O)N2CCOCC2)c1 | 5 | -4 | 2 | 2 | -2.6 | 5 | 4 | 1 | 3
COc1cc(/C=N/NC(=O)COc2cccc(F)c2)ccc1OS(=O)(=O)c1ccc(C)cc1 | 3 | -34 | -6 | 1 | -1.4 | -17 | 1 | -28 | 1
CCc1nn(CCCC(=O)NCc2ccccc2C)c(=O)c2cc3occc3n12 | 5 | 24 | -6 | -3 | -0.9 | -2 | 5 | 7 | 2
COc1cc(C(=S)N2CCCC2)ccc1OCC(N)=O | 4 | -6 | 1 | -1 | 0.1 | -1 | -4 | -4 | 12
COc1ccccc1N(CC(=O)NC1CCCCC1)C(=O)CCC(=O)Nc1ccccn1 | -6 | -5 | 1 | -6 | 0.4 | -2 | 0 | 7 | -6
CC1(c2nnc(-c3ccccc3)o2)CC(c2c(Cl)cccc2Cl)=NO1 (stereo not drawn) | 3 | -2 | 0 | -1 | 0.5 | -1 | 4 | -4 | 0
CN(C)c1ccc(C(CNC(=O)c2ccc(-c3ccccc3)cc2)N2CCOCC2)cc1 (stereo not drawn) | 37* | -2 | -5 | -10 | -2.5 | -1 | 80* | 1 | 89*
COc1ccccc1C1=CC(=O)CCC1 | -1 | -3 | -2 | 0 | 0.2 | 2 | -1 | 6 | -5
Cc1cccc(C(=O)NNC(=O)c2ccc(Br)cc2)c1 | 11 | -2 | 0 | 0 | -0.4 | 6 | 2 | -14 | 1
O=C(Cn1cncn1)NCCCc1ccccc1 | -11 | -1 | -2 | -5 | -1.8 | 2 | -2 | -11 | -3
COc1ccc(-c2cc(C(=O)Nc3c(F)cc(F)cc3Br)no2)cc1 | -2 | 3 | -5 | 0 | 1.3 | -5 | 5 | 3 | 5
CCOC(=O)C(=N/O)/C(C)=N/NC(C)=O | -2 | 1 | 0 | 6 | -2.2 | -1 | 3 | -3 | -2
O=C(/C(=N/O)n1cncn1)c1ccccc1Cl | 2 | -1 | 2 | 1 | -0.9 | 0 | 8 | 5 | 4
Cc1ccc2sc(N(CCN(C)C)C(=O)c3ccc4ccccc4c3)nc2c1C | -8 | 3 | -6 | -2 | -1.4 | 1 | -1 | -6 | 2
COc1cc(-n2c(=O)c3ccccc3n(CC(=O)OCc3ccccc3)c2=O)cc(OC)c1OC | -1 | -6 | -9 | 2 | 1.0 | -5 | 3 | -6 | -1
O=C(COC(=O)CCC(=O)c1ccc2c(c1)OCCO2)NCc1ccc2c(c1)OCO2 | -1 | 5 | 2 | 1 | -1.0 | 4 | -4 | 5 | -9
COc1cc2c(cc1OC)C(C)N(C(=O)C(NC(=O)c1ccccc1)C(C)C)CC2 (stereo not drawn) | -4 | 2 | 0 | -2 | -0.8 | 2 | 1 | -1 | 4
Cc1cc(NC(=O)CC2CCCC2)ccc1Br | 7 | -4 | 0 | -1 | -2.0 | -3 | -1 | 5 | 6
Nc1nnnn1NCc1cccc(OCc2ccccc2)c1 | 4 | 2 | 2 | 1 | 1.7 | 0 | 0 | 0 | -1
CCN(CC)CCOCCOc1ccccc1F | 6 | -3 | 0 | -2 | 1.8 | 2 | 2 | -2 | 6
C=CCn1c(SCC(=O)NCc2ccco2)nc2ccccc2c1=O | 4 | 2 | -2 | 1 | 0.3 | -1 | 2 | 11 | 7
Cc1ccccc1N(CC(=O)NCc1ccncc1)S(C)(=O)=O | 4 | -1 | -1 | 21 | -3.5 | -4 | -4 | 1 | -7
COCCNCC(=O)Nc1ccc(C)c(S(=O)(=O)N2CCCCC2)c1 | 5 | -9 | -6 | -2 | -1.9 | 2 | 4 | 4 | -2
CCOc1ccc(/C=C/[N+](=O)[O-])c2ccccc12 | 1 | 9 | -8 | 2 | -0.3 | -2 | -3 | 9 | 7
FC(F)(F)c1cc(-c2ccccc2)nc(-n2cncn2)n1 | 1 | 2 | -6 | 0 | -0.6 | -1 | 2 | -4 | 4
COc1ccccc1CCN=C(N)NS(=O)(=O)c1ccc(F)cc1 | 4 | 5 | -4 | 2 | 0.6 | 0 | 6 | 0 | 13
O=C(O)c1cc2ccccc2n1-c1ccccc1 | 4 | 3 | 6 | -3 | 1.6 | -4 | 6 | 2 | 4
CN(CC(=O)Nc1cccc(F)c1)C(=O)c1cc(S(=O)(=O)N2CCN(c3ccccc3)CC2)ccc1Cl | 0 | 10 | -2 | . | . | . | -2 | . | 1
C=CCN(c1ccc(C(=O)NCCN2CCOCC2)cc1)S(C)(=O)=O | 5 | -6 | 3 | 0 | 2.2 | 9 | 6 | 4 | 10
CCOCCCNC(=O)C(NC(=O)c1ccc2c(c1)OCO2)c1ccc(Cl)cc1 (stereo not drawn) | -6 | -3 | -1 | -1 | -0.1 | 4 | -6 | 7 | -11

Ordered by the number under BCLXL inh (low to high): three from the list above
Molecule | BCLXL inh
O=C(COC(=O)CCC(=O)c1ccc2c(c1)OCCO2)NCc1ccc2c(c1)OCO2 | -4
O=C(COc1cccc2cccnc12)NNC(=O)Nc1ccccc1 | 1
Cc1cccc(C(=O)NNC(=O)c2ccc(Br)cc2)c1 | 2

Next records:
SMILES | GLD-1 TGE inh | PME-1 inh | PAD4 FP inh | TPT1 inh | MEX-5 binding | Fam108B counter | BCLXL inh | GSTO1 inh | MCL1-BIM inh
CC/C(=N/N=C(\CC)c1ccccc1)c1ccccc1 | 3 | 2 | -3 | -4 | 0.5 | -3 | 5 | 3 | 3
COC(=O)C1CCN(C(=O)COC(=O)c2n[nH]c3ccccc23)CC1 | -5 | 9 | -5 | 1 | -0.5 | -5 | -1 | 3 | -2
COc1cccc(N2CCN(C(=O)C3CCN(S(=O)(=O)c4cccs4)CC3)CC2)c1 | -5 | 16 | -5 | -6 | -0.8 | -1 | -1 | 0 | -4
O=C(Nc1ccccc1-c1ccccc1)c1ccccc1 | 4 | -1 | 1 | 3 | 0.5 | -2 | -3 | 6 | -1
CC1=C(C(=O)Nc2cccc(C(=O)NC(C)c3ccccc3)c2)SCCO1 (stereo not drawn) | -5 | 3 | 0 | -2 | 2.4 | 1 | 2 | -7 | -2
CN(C)c1nc(N)nc(CSc2nc3c(c(=O)n(C)c(=O)n3C)n2Cc2ccccc2F)n1 | -4 | -8 | 4 | 0 | -0.4 | 4 | -1 | -2 | 4

These rows are one share of the data; count on the stated rates, not on these rows.
